TAAR1 ag – human TAAR1 agonism. Q96RJ0. CHO RD-HGA16 TAAR1, Fluo-8 calcium fluorescence; vehicle wells 0%, saturating PEA agonist 100%. activation, % at 3 µM. actives 0.99% (n = 360,000);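 active = activation above the mean activation of all test compounds in the run plus 3 SD, cut at about 38% in these data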
Target sequence (Q96RJ0 whole entry, looked up): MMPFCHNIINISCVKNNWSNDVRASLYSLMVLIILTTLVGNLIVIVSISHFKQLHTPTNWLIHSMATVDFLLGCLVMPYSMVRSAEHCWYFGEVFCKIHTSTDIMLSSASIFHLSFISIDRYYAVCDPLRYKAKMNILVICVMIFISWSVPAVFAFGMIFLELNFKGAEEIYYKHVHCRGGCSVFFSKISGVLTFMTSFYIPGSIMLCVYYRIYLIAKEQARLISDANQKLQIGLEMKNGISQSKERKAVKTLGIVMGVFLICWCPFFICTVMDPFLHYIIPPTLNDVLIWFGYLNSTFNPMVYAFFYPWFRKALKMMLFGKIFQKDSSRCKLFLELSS
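test system = CHO RD-HGA16 cells carrying human TAAR1 plus Gα16 | schedule = 17-24 h seeding, 75 min 37 °C dye, 30 min RT | compound dosing = 3 µM single concentration | control set = DMSO and PEA EC100 | replicates = n 1 | signal = Fluo-8 fluorescence, 5 s baseline then 140 s kinetic read | measure = percent activation vs PEA EC100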
M4 antag – CHRM4 antagonism in calcium assay; P08173; CHO-hM4 cells, ACh EC80, Fluo-8 calcium fluorescence; inhibition, % at 3 µM; actives 0.73% (n = 360,000); AID 624125;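 active = inhibition above its plate's cutoff, the mean inhibition of sample wells plus 3 SD, cut at about 27% in these data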;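 note: 0% = acetylcholine EC80 with DMSO and 100% = DMSO without agonist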
M1 PAM – human CHRM1 positive allosteric modulation. P11229. CHO-K1 hM1, Fluo-8 calcium fluorescence, ACh EC20; 0% = ACh EC20, 100% = maximal ACh. activation, % at 3 µM. actives 0.088% (n = 360,000). AID 588819; in the data active = activation above about 19%, passing the limit was not always enough
Target sequence (P11229 whole entry, looked up): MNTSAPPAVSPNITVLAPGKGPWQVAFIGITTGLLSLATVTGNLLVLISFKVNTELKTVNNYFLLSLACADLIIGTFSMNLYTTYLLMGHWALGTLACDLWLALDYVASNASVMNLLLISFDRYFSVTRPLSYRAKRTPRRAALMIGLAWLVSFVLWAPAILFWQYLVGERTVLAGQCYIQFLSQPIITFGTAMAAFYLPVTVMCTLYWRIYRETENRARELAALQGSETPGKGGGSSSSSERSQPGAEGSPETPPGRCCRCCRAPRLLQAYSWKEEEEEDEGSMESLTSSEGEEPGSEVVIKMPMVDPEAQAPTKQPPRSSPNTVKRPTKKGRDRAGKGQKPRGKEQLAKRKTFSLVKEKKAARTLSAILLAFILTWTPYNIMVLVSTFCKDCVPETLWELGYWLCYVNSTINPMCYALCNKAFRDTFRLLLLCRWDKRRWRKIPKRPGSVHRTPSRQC
M1 antag – human CHRM1 antagonism; P11229; CHO-K1 hM1, Fluo-8 calcium fluorescence, ACh EC80 antagonist; inhibition, % at 3 µM; actives 1.3% (n = 360,000);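 active = percent inhibition above its own plate's cutoff, namely the mean of that plate's compound wells plus 3 SD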;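 note: peak over basal fluorescence ratio during 140 s after agonist addition; 0% = ACh EC80 plus DMSO and 100% = DMSO alone without agonist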
M1 ag – agonists of human M1 muscarinic receptor; P11229; CHO-K1 hM1, Fluo-8 calcium fluorescence, agonist mode; 0% DMSO, 100% acetylcholine EC100; activation, % at 3 µM; actives 0.33% (n = 360,000);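 active = activation above the run's mean compound activation plus 3 SD, cut at about 16% in these data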;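 note: peak over basal fluorescence ratio within a 140 s kinetic read after compound addition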
CHRM5 agonist – CHRM5 agonism in calcium assay. activation, % at 3 µM. actives 0.19% (n = 360,000). P08912. CHO-K1 hM5 cells, Fluo-8 calcium fluorescence; 0% DMSO wells, 100% maximal acetylcholine response;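 active = activation above the run's mean over test compounds plus 3 SD, cut at about 23% in these data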;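 note: signal is peak over basal fluorescence ratio across the kinetic read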
M4 ag – agonists of human muscarinic M4 receptor (CHRM4); P08173; CHO-K1 hM4/Gqi5, Fluo-8 calcium fluorescence; vehicle 0%, full acetylcholine response 100%; actives 0.14% (n = 360,000); activation, % at 3 µM;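 active = activation above the run mean over all test wells plus 3 SD, cut at about 32% in these data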;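 note: peak over basal fluorescence ratio per well then scaled between controls; 0% = DMSO wells and 100% = acetylcholine at EC100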
CHRM5 PAM – potentiates acetylcholine response at human M5 receptor; CHO-K1 hM5, Fluo-8 calcium, ACh EC20 PAM; 0% = ACh EC20, 100% = ACh EC100; activation, % at 3 µM; actives 0.3% (n = 360,000); AID 624038;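 active = activation above the run cutoff, the mean activation of all test compounds plus 3 SD, cut at about 18% in these data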
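Assay system: CHO-K1 hM5 cells. Also added: acetylcholine at EC20 concentration, added after compound. Dosing: 3 µM, single dose. Times: compound preincubation 140 s before EC20 acetylcholine addition. Signal: Fluo-8 calcium fluorescence. Measure: % activation relative to EC20 and EC100 ACh responses. Repeats: singlicate, one well per test compound.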
CHRM5 antagonist – CHRM5 antagonism in calcium assay | AID 624040 | P08912 | CHO-hM5 cells, Fluo-8 calcium fluorescence, ACh EC80 | inhibition, % at 3 µM | actives 0.59% (n = 360,000);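 active = inhibition above a per-plate cutoff, the mean of that plate's test compounds plus 3 SD, cut at about 27% in these data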;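 note: 0% = acetylcholine EC80 with DMSO and 100% = DMSO without agonist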
Active calls of the source: *; . = not tested or not shown.

SMILES	TAAR1 ag	M4 antag	M1 PAM	M1 antag	M1 ag	CHRM5 agonist	M4 ag	CHRM5 PAM	CHRM5 antagonist
COc1cc2c(cc1OC)CN(CC(=O)Nc1ccc(C)c(S(=O)(=O)N3CCOCC3)c1)CC2	12	5	-3	7	-2	-2	3	-6	12
CNc1ccc(Br)cc(C(=O)/C=C/c2ccc(OC)cc2)c1=O	5	-3	1	6	-5	3	8	-12	16
Cc1ccnc(N2C3CCC2CC(O)(c2ccccc2)C3)n1 (stereo unspecified)	4	-3	9	-6	5	5	2	7	0
COC1CCN(Cc2c(C(=O)N3CCc4ccccc4C3)nc3ccc(Cl)cn23)CC1	0	-1	9	-8	-6	-6	2	-5	16
Cc1cc(S(=O)(=O)NC(C)C)ccc1OCC(=O)Nc1ccc2c(c1)OCCO2	1	-8	-2	-1	-4	-1	8	5	-8
Cc1nc(SCN2C(=O)c3ccccc3C2=O)n[nH]1	5	-3	14	-19	-3	-6	1	6	-4
CC(C)(C)c1cc(C(=O)N/N=C/c2cc3c(cc2Br)OCO3)n[nH]1	0	1	0	0	-3	-1	4	-6	4
Cn1c(=O)cc(OCC(=O)NCCC2=CCCCC2)c2ccccc21	2	-2	4	-6	-7	0	2	-1	-5
CCOC(=O)C1CCN(c2nc3c(C)cccn3c(=O)c2/C=C(\C#N)S(=O)(=O)c2ccccc2)CC1	13	-2	-8	26	3	-2	10	-21	19
N#Cc1cc2cc3ccccc3nc2n2c(=O)c3ccccc3nc12	5	5	7	-3	-7	1	5	4	1
O=C(NCc1ccco1)c1cc2nc(C3CC3)cc(C(F)(F)F)n2n1	9	-8	-5	-4	-3	-2	1	-1	-1
CC(=O)N1CCOc2cc(S(=O)(=O)NC(C)c3ccccc3)c(Cl)cc21 (stereo unspecified)	4	-20	8	-18	2	1	2	-7	4
Cc1ccc(C(=O)NNC(=O)CSc2nnc(C3CC3)n2C)cc1	2	-22	9	-10	-3	-3	1	4	-5
CN(Cc1cnccn1)Cc1c(C(=O)N2CCc3ccccc3C2)nc2ccc(Cl)cn12	3	-6	1	0	-8	1	3	5	-6
Cc1sc2ncnc(N3CCC(C(=O)Nc4nnc(CC(C)C)s4)CC3)c2c1C	3	-5	5	-8	-2	-1	0	5	-12
NS(=O)(=O)c1ccc(CCNC(=O)c2ccc3c(c2)OCCO3)cc1	12	-1	4	-4	-7	-2	1	4	-9
Fc1ccccc1CN1CCN(c2ncccn2)CC1	2	-5	11	-19	-6	-2	1	4	4
CC(=O)N1CCN(c2ccc(NC(=O)c3ccc([N+](=O)[O-])cc3Cl)cc2)CC1	6	-3	12	-13	2	2	1	4	-2
Cn1ccnc1SCC(=O)Nc1ccc(Br)cc1C(F)(F)F	.	3	2	-3	-5	-1	0	3	7
CCN(CC)CC1CN(N=Cc2ccc([N+](=O)[O-])o2)C(=O)O1 (stereo unspecified)	1	-12	6	-10	-5	2	1	2	4
Cc1cc(C)cc(Nc2cc(C)nc3nc(C)nn23)c1	3	-8	0	-4	-7	-2	2	1	-1
Cc1nc(CN2CCCCC2)cc(=O)[nH]1	0	-3	9	-3	-7	5	1	12	-7
O=C(N/N=C/c1cccc(NC(=O)c2ccc(Cl)cc2)c1)c1ccc(O)cc1	0	-3	-2	11	-6	-3	1	-7	10
COc1ccc(N2CCN(C(=O)COc3ccc4ccccc4c3)CC2)cc1	1	13	-3	6	-4	2	0	-5	1
Cc1cccc(CSC2=NCCN2C(=O)c2ccco2)c1	-2	4	14	-18	-1	2	0	-2	1
CCCC(C)NC(=O)Cc1ccc(Br)cc1 (stereo unspecified)	1	1	7	-2	-7	-1	1	-5	0
CCOC(=O)c1ccccc1NC(=O)COC(=O)C(CC(C)C)NC(N)=O (stereo unspecified)	2	-8	2	-1	-3	0	2	-2	-1
COc1ccc(-c2cc(C(=O)Nc3cc(S(=O)(=O)N4CCOCC4)ccc3N3CCOCC3)c3ccccc3n2)cc1	21	7	-4	21	-1	2	15	-13	13
Clc1ccc(OCCCn2cncn2)cc1Cl	9	1	-4	14	-2	-1	3	-7	5
O=C(CCc1ccccc1)Nc1cc2c3c(c1)CCC(=O)N3CCC2	1	-10	11	-8	-3	2	1	2	-2
CCC(C)N(CCNC(=O)c1ccc(NC2=NC3CS(=O)(=O)CC3S2)cc1)Cc1ccco1 (stereo unspecified)	1	-4	0	-3	-12	0	0	-1	1
Cc1oc(C(C)(C)C)cc1C(=O)NC1CCN(Cc2ccccc2)CC1	8	2	5	-13	-6	-11	3	2	-1
COc1ccc(S(=O)(=O)Nc2ccccc2C(=O)N2CCCC2)cc1C	10	-7	2	-6	-4	-4	2	1	5
O=C(NCc1ccccc1)C1CCN(S(=O)(=O)c2ccc(Cl)cc2)CC1	10	3	3	-5	-1	-3	2	1	10
COc1ccc(OC(C)C(=O)N(C)Cc2nc(-c3cccc(C)c3)no2)cc1 (stereo unspecified)	-2	-7	-9	12	-7	0	6	-5	4
COc1ccc(CN(C)C(=O)Cn2cc(C)c(=O)[nH]c2=O)cc1OC	1	-19	4	-10	0	1	1	1	-10
N#Cc1ccc(COC(=O)Cn2nnc(-c3ccccc3)n2)cc1	4	-4	4	-8	-5	-9	0	-4	1
CN(C)CCCNc1oc(/C=C/c2ccccc2)nc1C#N	1	-5	7	-10	-2	3	1	32*	24
Cc1cc[n+](CC(=O)c2ccc3c(c2)OCCO3)cc1	9	3	-8	4	-9	-3	1	-2	12
CO/N=C/C=C1/N(C)c2ccccc2C1(C)C	1	1	13	-4	-1	3	0	11	-6
Cc1cc(C)n2nc(C(=O)Nc3ccc4c(c3)CCC4)nc2n1	0	-4	-6	11	-1	4	14	-14	12
CSc1nnc(C)c(=O)n1COC(=O)COc1ccccc1C	1	0	2	-3	-2	1	1	3	6
Cc1cccc(NC(=O)CN2C(=O)COc3ccc(Cl)cc32)c1C	4	-6	2	-4	0	5	1	-5	5
Clc1ccccc1N1CCN(Cc2ccco2)CC1	7	3	6	-9	-7	2	0	5	2
O=C1CN(C(=O)CSc2nnc(-c3ccccc3)n2Cc2ccc3c(c2)OCO3)c2ccccc2N1	11	-11	-7	-9	-5	-5	4	-13	10
CC1CCC(NC(=O)c2cc(S(=O)(=O)N3CCCCC3)ccc2N2CCOCC2)CC1 (stereo unspecified)	9	-1	1	-1	-4	2	1	0	8
c1ccc(-n2ncc3c(NCCCN4CCOCC4)ncnc32)cc1	11	10	8	4	-7	-1	1	-6	1
O=C(Cn1cnc2ccccc21)N/N=C/c1cccc([N+](=O)[O-])c1	1	-4	9	-9	-3	-2	2	-1	7

Some entries already given, reduced to M1 ag and M1 PAM:
molecule	M1 ag	M1 PAM
c1ccc(-n2ncc3c(NCCCN4CCOCC4)ncnc32)cc1	-7	8
CN(C)CCCNc1oc(/C=C/c2ccccc2)nc1C#N	-2	7
CC1CCC(NC(=O)c2cc(S(=O)(=O)N3CCCCC3)ccc2N2CCOCC2)CC1 (stereo unspecified)	-4	1
Clc1ccccc1N1CCN(Cc2ccco2)CC1	-7	6

New compounds follow.
SMILES	TAAR1 ag	M4 antag	M1 PAM	M1 antag	M1 ag	CHRM5 agonist	M4 ag	CHRM5 PAM	CHRM5 antagonist
O=C(O)c1ccc2c(=O)n3c(nc2c1)/C(=C/c1ccc(Cl)c([N+](=O)[O-])c1)CC3	-2	3	0	-2	-3	-1	0	2	9
CCCOc1ccccc1N/C(=N\S(=O)(=O)c1ccc(C)cc1)Nc1nc(C)cc(C)n1	-2	1	1	3	-2	-1	0	-3	8
O=C(CCCN1C(=O)c2ccccc2C1=O)NC1CCCCCC1	2	-5	11	-5	-5	-3	1	5	-7
CCc1ccc([C@H]2[C@@H]3C(=O)C[C@@H]4C(=O)N(CC)C(=O)[C@@H]4[C@@H]3CN2S(=O)(=O)c2ccc(C)cc2)cc1	4	-13	-8	7	-9	-2	2	-2	-7
CC(C)C1Cc2[nH]c(=S)[nH]c(=O)c2C(c2ccc(Cl)cc2)O1 (stereo unspecified)	-2	1	-11	3	-6	-7	5	0	1
Cc1cnc(C(=O)N2CCN(c3ccc(C(F)(F)F)cn3)CC2)cn1	4	-14	7	-14	-4	5	1	4	-7
CCOC(=O)C(NC(C)=O)(Nc1ccc(S(=O)(=O)Nc2nccs2)cc1)C(F)(F)F (stereo unspecified)	5	2	6	-18	-3	-5	1	6	-2
COc1cc(OC)cc(C(=O)NCCNc2nc3cc(C)cc(C)c3cc2C#N)c1	-2	4	0	-14	-1	-4	0	-2	13
CCc1c(C)nc2cc(-c3ccc(Cl)cc3)[nH]n2c1=O	5	5	1	1	-3	0	1	-3	1
Fc1ccccc1Cc1noc(CN2CCCC(CN3CCOCC3)C2)n1 (stereo unspecified)	0	7	-12	23	-8	-17	2	-6	6
COc1ccc([C@H]2[C@H]3C=CC[C@@H](C)[C@@H]3C(=O)N2Cc2ccccc2)cc1Cl	0	2	5	-2	-3	-5	-1	5	15
COC(=O)CCN(C(=O)c1ccc(C)c([N+](=O)[O-])c1)c1ccccn1	6	-4	9	-6	-7	-3	0	6	-5
O=C(CSc1nnc2ccccn12)NNC(=O)c1ccc(Br)cc1	2	-3	13	-16	1	7	0	11	3
O=C(CN1CCC(n2nnc3cc(F)ccc32)CC1)NNC(=O)c1ccccc1	3	3	-2	-11	-4	0	1	-4	6
O=C(COc1nsnc1N1CCOCC1)N/N=C/c1ccccc1O	12	2	-3	-1	-8	1	4	-7	5
COc1ccc(NC(=O)CN2C(=O)NC3(CCCC3)C2=O)cc1S(=O)(=O)N1CCCCC1	6	-14	0	10	-1	-1	1	-1	3
Cc1cccc(CN2CCN(C3CN(Cc4ccccc4)S(=O)(=O)C3)CC2)c1 (stereo unspecified)	2	-14	-8	0	-6	-4	4	-7	-4
CS(=O)(=O)N1CCN(C2Cc3ccccc3C2)CC1	6	7	8	-8	-7	1	1	11	-14
CCOC(=O)C1CCCN(c2nc3ccccc3nc2C(C#N)C(=O)OC(C)C)C1 (stereo unspecified)	2	0	5	7	-1	2	2	4	-1
COc1ccc(N(CC(=O)Nc2ccc3c(c2)OCO3)S(=O)(=O)c2ccccc2)cc1OC	5	1	7	-10	-3	0	2	2	4
COc1ccccc1NC(=O)c1ccc(N2CC3CC(C2)c2cccc(=O)n2C3)c(NC(=O)c2ccncc2)c1 (stereo unspecified)	1	3	9	-11	-3	-4	2	2	-1
CCN(CC)CCC(=O)N1c2ccccc2Sc2ccc(NC(=O)OC)cc21	1	-1	-26	23	-9	-26	1	-20	-8
COc1cccc(NC(=O)CN(C)S(=O)(=O)/C=C/c2ccccc2)c1	-2	4	0	6	-4	-2	5	-6	8
Nc1ccn(Cc2ccccc2)n1	-1	-4	7	-7	-3	4	-1	2	9

An excerpt (hit frequency here may not be typical).
